Screening data (PubChem BioAssay)
Tb PGK inh = blocks T. brucei phosphoglycerate kinase | PGK/GAPDH coupled, Kinase-Glo luminescence, 60 min | Potency, µM (titrated, usually from 57.5 µM), inactives show at the highest dose activity change, negative = inhibition, hits mostly inhibitors | actives 0.043% (n = 380,000) | AID 602233; also: potency is read from the fitted curve at half-maximal effect; % is scaled to controls: 0 for no effect and ±100 for the full control effect; nearly all actives have a fitted effect of over 60% in size
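Recombinant glycosomal PGK reaction used 1,3-bisphosphoglycerate generated in-well by GAPDH (100nM final) in 100mM TEA pH 7.6, 5mM MgCl2, 0.01% Tween-20. After 60 minutes at room temperature, ATP was read by Kinase-Glo Plus luminescence end-point.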
Pol beta inh = DNA polymerase beta (human) inhibition | Pol beta primer extension/strand displacement, fluorescence kinetic | Potency, µM (series often up to 114 µM), for the others: top-dose activity change, negative = inhibition, hits mostly inhibitors | actives 1.3% (n = 340,000) | P06746; also: potency is read from the fitted curve at half-maximal effect; % is scaled to controls: 0 for no effect and ±100 for the full control effect
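Kinetic readout of DNA synthesis with strand displacement by Pol beta. Compound and 10 nM enzyme sit 15 min at room temperature; 50 nM substrate starts the reaction, read immediately and at 10 min.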
Pol kappa inh = blocks human DNA polymerase kappa activity. Potency, µM (titrated, usually from 107 µM), for the others: top-dose activity, negative = inhibition, actives largely listed as inhibitors. purified Pol kappa, fluorescent DNA synthesis assay, 10 min. AID 588579. actives 0.53% (n = 400,000). Q9UBT6; also: potency is read from the fitted curve at half-maximal effect; % is scaled to controls: 0 for no effect and ±100 for the full control effect
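Kinetic fluorescence readout at 0 and 10 min followed reaction start with substrate at 50 nM final. Beforehand, enzyme (10 nM Pol kappa) stood 15 min with compound at room temperature; buffer-only wells were negative controls.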
Apoferritin bind = candidate novel general anesthetic via apoferritin binding; P02791; apoferritin/1-aminoanthracene competitive binding, fluorescence; Potency, µM (doses to about 77.5 µM), inactives show at the top dose activity change, negative = displacement, usual class: inhibitors; actives 0.074% (n = 350,000); AID 485281; also: potency is read from the fitted curve at half-maximal effect; % is scaled to controls: 0 for no effect and ±100 for the full control effect; nearly all actives have a fitted effect of over 20% in size
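Apoferritin-based anesthetic binding model; compound displacement of fluorescent 1-AMA measured as endpoint fluorescence after 10 minutes at room temperature, scaled to free-ligand and complex controls.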
POLH inh = inhibitors of human DNA polymerase eta; Q9Y253; actives 1.2% (n = 390,000); Potency, µM (titrated, usually from 114 µM), inactives show at the highest dose activity change, negative = inhibition, most hits filed as inhibitors; AID 588591; recombinant Pol eta, fluorescent DNA replication assay; also: potency is read from the fitted curve at half-maximal effect; % is scaled to controls: 0 for no effect and ±100 for the full control effect
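Pol eta at 10 nM preincubated with compounds 15 min at room temperature; reaction started with fluorescent substrate (50 nM final) and read kinetically at 0 and 10 min.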
POLI inh = inhibitors of human DNA polymerase iota; Pol iota fluorescent replication assay, 10 min; Potency, µM (top dose mostly 115 µM), without a hit: top-dose activity, negative = inhibition, hits mostly inhibitors; actives 1% (n = 390,000); also: potency is read from the fitted curve at half-maximal effect
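Fluorescent replication assay read twice, at 0 min and 10 min after adding 50 nM (final) substrate. Enzyme (10 nM) and compounds were first incubated 15 min at room temperature; enzyme-free buffer wells were negative controls.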
APE1 inh = blocks human APE1 abasic DNA cleavage; P27695; recombinant APE1, TAMRA/BHQ-2 abasic DNA cleavage fluorescence; Potency, µM (doses to about 65.8 µM), without a hit: at the top dose activity change, negative = inhibition, hits mostly inhibitors; actives 0.35% (n = 350,000);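 also: potency is read from the fitted curve at half-maximal effect; plate controls were vehicle for no effect and reference inhibitor for full effect; nearly all actives have a fitted effect of over 55% in size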
Target sequence (P27695 whole entry, looked up): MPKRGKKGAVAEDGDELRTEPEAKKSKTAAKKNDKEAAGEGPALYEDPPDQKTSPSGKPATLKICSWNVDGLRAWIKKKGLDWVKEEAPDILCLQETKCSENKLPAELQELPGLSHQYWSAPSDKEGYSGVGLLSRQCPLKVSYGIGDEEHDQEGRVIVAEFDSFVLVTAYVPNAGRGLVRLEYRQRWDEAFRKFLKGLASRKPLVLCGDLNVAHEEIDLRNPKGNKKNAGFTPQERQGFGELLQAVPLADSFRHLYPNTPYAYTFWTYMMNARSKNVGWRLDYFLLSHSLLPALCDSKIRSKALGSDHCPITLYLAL
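Step 1: APE1 (0.75 nM) with compound, 15 min RT. Step 2: add 50 nM fluorophore/quencher THF duplex. Step 3: three fluorescence reads 60 s apart (525/598 nm); read 3 minus read 1 = reaction progress.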
RXFP1 antagonist = blocks the human relaxin receptor RXFP1; Q9HBX9; HEK293-RXFP1, relaxin-stimulated cAMP HTRF, 30 min; stronger effect = lower value; activity change, negative = inhibition, % at 57.5 µM; actives 0.59% (n = 350,000);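 active = activity change of -60% or lower, but not beyond a set lower limit; inconclusive = change between -60% and -40%, or beyond the set limit; inactive = change above -40%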; also: % is scaled to controls: 0 for no effect and ±100 for the full control effect
Target sequence (Q9HBX9 whole entry, looked up): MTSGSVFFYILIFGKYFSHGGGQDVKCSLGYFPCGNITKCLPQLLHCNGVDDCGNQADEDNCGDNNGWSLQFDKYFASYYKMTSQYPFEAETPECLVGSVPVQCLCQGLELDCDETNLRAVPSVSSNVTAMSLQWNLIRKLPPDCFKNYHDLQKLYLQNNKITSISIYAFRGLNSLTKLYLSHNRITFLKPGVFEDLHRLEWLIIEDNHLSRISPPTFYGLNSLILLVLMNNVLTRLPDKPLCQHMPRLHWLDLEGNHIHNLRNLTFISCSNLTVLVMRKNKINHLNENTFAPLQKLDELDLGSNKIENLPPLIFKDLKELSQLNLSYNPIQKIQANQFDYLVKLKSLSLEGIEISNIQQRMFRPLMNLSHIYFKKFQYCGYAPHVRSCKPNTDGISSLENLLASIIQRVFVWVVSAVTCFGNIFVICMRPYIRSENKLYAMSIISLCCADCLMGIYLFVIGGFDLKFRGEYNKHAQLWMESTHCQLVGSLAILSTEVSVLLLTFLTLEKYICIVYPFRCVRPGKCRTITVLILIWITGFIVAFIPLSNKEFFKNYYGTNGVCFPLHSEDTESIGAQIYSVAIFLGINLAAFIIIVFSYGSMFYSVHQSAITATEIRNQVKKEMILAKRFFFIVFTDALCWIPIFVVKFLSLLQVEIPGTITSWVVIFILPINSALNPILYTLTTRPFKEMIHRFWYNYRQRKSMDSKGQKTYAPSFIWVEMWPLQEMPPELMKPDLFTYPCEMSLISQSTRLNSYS
BLM helicase inh = inhibitors of human Bloom syndrome helicase BLM; AID 2528; Potency, µM (highest dose often 56.1 µM), for inactives: top-dose activity change, negative = inhibition, actives largely listed as inhibitors; actives 0.2% (n = 350,000); recombinant BLM DNA unwinding, fluorescence dequenching; P54132;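 also: potency is read from the fitted curve at half-maximal effect; plate controls were vehicle for no effect and no enzyme for full effect; nearly all actives have a fitted effect of over 35% in size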
* hit, by the source's call; i = inactive; ? = inconclusive; · = no result given; & = joins results of further samples; [ ] = remark or other dose. Unless noted, calls follow the shape of the dose curve; as a rule, active = well fitted curve in the direction sought with a large enough effect; inconclusive = small, poorly fitted or top-dose-only effect, or another doubt; inactive = no such curve, though single readings can be large; an effect the other way counts as inactive or inconclusive. Only part of the results is shown; rates above refer to the full screens.

#1 CCN(CC)S(=O)(=O)c1ccc(NC(=O)C(C)N(c2ccc(OC)cc2)S(C)(=O)=O)cc1 (stereo not drawn)
#2 O=C1CN(CC(=O)N2CCCCC2)c2ccccc2O1
#3 O=C(Nc1ccc(N2CCN(Cc3ccccc3)CC2)cc1)c1ccccc1[N+](=O)[O-]
#4 Clc1nc2sccn2c1/C=N/n1cnc2ccccc21
#5 CN(C(=O)Cn1nnc(-c2ccc(S(C)(=O)=O)cc2)n1)c1ccccc1
#6 CCN(C(=O)c1cc2cccc(OC)c2oc1=O)C1CCCCC1
#7 COc1ccccc1OCC(=O)NCCSCc1ccc(Cl)cc1
#8 COc1ccc(C(=O)c2c(-c3cccc(C)c3)oc3ccc(N4CCOCC4)cc23)cn1
screen / no.	1	2	3	4	5	6	7	8
Tb PGK inh	12%	-9%	-7%	8%[11.5 µM]	-1%	1%	9%	-2%
Pol beta inh	-2%	2%	3%	?	14%	3%	4%	22%
Pol kappa inh	-15%	-11%	-3%	-1%	7%	-6%	-10%	0%
Apoferritin bind	-11%	-21%	-23%	-1%	-11%	1%	-7%	127%[activator]
POLH inh	-15%	-14%	-7%	-16%	-8%	-3%	-17%	-24%
POLI inh	-1%	-4%	-29%	10%	-5%	13%	1%	20%
APE1 inh	0%	-2%	4%	6%	·	0%	7%	-6%
RXFP1 antagonist	-17	-4	3	-5	·	-6	4	·
BLM helicase inh	2%	-1%	-7%	-2%	1%	1%	-6%	-7%

#9 O=C(CSc1cn(CC(=O)N2CCCC2)c2ccccc12)NCC1CCCO1 (stereo not drawn)
#10 O=C(NC(=S)Nc1ccccc1N1CCOCC1)c1sc2ccccc2c1Cl
#11 COc1ccccc1NC(=O)COc1ccc(/C=N/NS(=O)(=O)c2ccc(C)cc2)cc1
#12 Cc1cccc(C(C)C)c1NC(=O)COC(=O)c1cccc(S(=O)(=O)N2CCc3ccccc3C2)c1
#13 CCN(CC)S(=O)(=O)c1cc(C(=O)OCC(=O)Nc2cccc(Br)c2)ccc1F
#14 O=C(CC1NCCNC1=O)Nc1ccc(Cl)c(Cl)c1 (stereo not drawn)
#15 CCOC(=O)c1c(C)[nH]c(C)c1S(=O)(=O)N1CCC(C(=O)N2CCN(c3ccccc3F)CC2)CC1
#16 CCC(C)(NC(=O)c1ccc2c(c1)OCO2)C(=O)NC1CCCCC1 (stereo not drawn)
screen / no.	9	10	11	12	13	14	15	16
Tb PGK inh	7%	0%	-3%	-10%	-5%	-5%	-5%	i
Pol beta inh	58%	1%	2%	?	22%	23%	?	0%
Pol kappa inh	-2%	-10%	-10%	-18%	-2%	-20%	-10%[60.1 µM]	4%
Apoferritin bind	-2%	-9%	1%	-9%	-9%	-4%	-7%	-5%
POLH inh	-6%	-3%	-15%	-9%	-17%	-20%	-18%	-20%
POLI inh	155%[activator]	-18%	0%	99%[activator]	0%	9%	5%	57%[activator]
APE1 inh	-3%	-5%	-11%	?	-8%	-4%	·	0%
RXFP1 antagonist	-14	0	0	-21	-10	14	2	-14
BLM helicase inh	-7%	-1%	-8%	4%	-11%	2%	1%	3%

#17 O=C(NCCCCCCNC(=O)C1CCCC1)C1CCCC1
#18 S=c1[nH]nc(CSCc2ccc(Cl)cc2Cl)n1-c1ccccc1
#19 O=C(c1cc2cc(Br)ccc2s1)N1CCOCC1
#20 Cc1ccc(NC(=O)COC(=O)c2cc(Cl)ccc2[N+](=O)[O-])c(C)c1
#21 CCn1nc(C)c(NC(=O)Nc2cccc(Cl)c2Cl)c1C
#22 COc1ccccc1N(CC(=O)Nc1ccc(C(F)(F)F)cc1)S(C)(=O)=O
#23 CC(=O)c1cn(N2CCCCC2)c(=O)[nH]c1=O
#24 CCOc1ccc(-c2nnc3ccc(SCC(=O)NCc4ccco4)nn23)cc1
screen / no.	17	18	19	20	21	22	23	24
Tb PGK inh	-2%	-1%	i	-1%	6%	5%	1%	-3%
Pol beta inh	38%	-13%	-23%	4%	-11%	-13%	4%	25µM*
Pol kappa inh	-8%	-17%	4%	-4%	-19%	-8%	-3%	-7%
Apoferritin bind	4%	8%	-7%	-5%	-2%	-5%	11%	-5%
POLH inh	-9%	-13%	-9%	-22%	1%	-11%	10%	?
POLI inh	-3%	6%	54%[activator]	15%	24%	60%[activator]	0%	?
APE1 inh	4%	14%	0%	7%	9%	1%	5%	-3%
RXFP1 antagonist	1	-22	1	17	-2	-34	-7	2
BLM helicase inh	4%	-8%	-1%	3%	-6%	-6%	0%	-17%

#25 O=C(O)c1ccc(OCCOc2ccccc2)cc1
#26 NC(=O)c1[nH]cnc1N
#27 COCc1c(C(=O)OCC(=O)N(C)C2CCS(=O)(=O)C2)oc2ccccc12 (stereo not drawn)
#28 COc1cc(C(=O)N2CCC3(CC2)NCCc2[nH]cnc23)cc(OC)c1OC
#29 Cc1ccc(S(=O)(=O)c2c(C)nn(-c3ccccc3)c2OC(=O)c2ccccc2F)cc1
#30 CSc1n[nH]c2nc3c(c(=O)n12)C1(CCCC1)Cc1ccccc1-3
#31 Cc1c(C(=O)N/N=C/c2ccccc2)[nH]c2c([N+](=O)[O-])cccc12
#32 Cc1ccc(C2(CC(=O)N3CCCC3)CCOC(C(C)C)C2)cc1 (stereo not drawn)
screen / no.	25	26	27	28	29	30	31	32
Tb PGK inh	-10%	0%&-8%	-5%	i	1%	-1%	0%	-8%
Pol beta inh	12%	1%&-18%	·	-3%	9%	3%	0%	4%
Pol kappa inh	2%	-15%&-2%	6%	-3%	-20%	-8%	2%	-7%
Apoferritin bind	-9%	-6%&3%	·	22%	-10%	74%[activator]	-9%	-21%
POLH inh	-3%	-8%&0%	-13%	-2%	-18%	-5%	-26%	-17%
POLI inh	-9%	10%&16%	-18%	8%	6%	13%	72%[activator]	-35%
APE1 inh	18%	3%&34%	-5%	62%	·	7%	0%	5%
RXFP1 antagonist	2	14	4	-14	·	-5	3	7
BLM helicase inh	-1%	-1%&-2%	·	1%	-1%	6%	-3%	-1%

Single records (already shown).
Listed for CSc1n[nH]c2nc3c(c(=O)n12)C1(CCCC1)Cc1ccccc1-3 → Tb PGK inh = -1%; Pol beta inh = 3%; Pol kappa inh = -8%; Apoferritin bind = 74%[activator]; POLH inh = -5%; POLI inh = 13%; APE1 inh = 7%; RXFP1 antagonist = -5; BLM helicase inh = 6%
Listed for COCc1c(C(=O)OCC(=O)N(C)C2CCS(=O)(=O)C2)oc2ccccc12 (stereo not drawn) → Tb PGK inh = -5%; Pol beta inh = ·; Pol kappa inh = 6%; Apoferritin bind = ·; POLH inh = -13%; POLI inh = -18%; APE1 inh = -5%; RXFP1 antagonist = 4; BLM helicase inh = ·

(further entries)
#33 C#CC[N+]1(CC#Cc2ccccc2)CCCCC1
#34 CN1CCN(CCCNC(=O)c2cnn(-c3ccccc3)c2-n2cccc2)CC1
#35 O=[N+]([O-])c1cc(S(=O)(=O)Oc2ccccc2)ccc1Cl
#36 O=C(NC(=S)Nc1ccc(CN2CCOCC2)cc1)c1ccc([N+](=O)[O-])cc1Cl
#37 O=C(Cc1ccc(F)cc1)N[C@@H]1c2ccccc2CC[C@@H]1O
#38 O=C(Nc1cc(-c2nc3ncccc3o2)ccc1Cl)c1cccs1
#39 CC/C(=N\NC(=S)NC(C)C)c1ccc(OC)c(OC)c1
#40 Cc1ccc2[nH]c(=O)c3cc(C(=O)NCCC(C)C)sc3c2c1
screen / no.	33	34	35	36	37	38	39	40
Tb PGK inh	-1%	-2%	-5%	-10%	i	-5%	1%	-9%
Pol beta inh	0%	0%	·	-16%	·	-23%	4%	-3%
Pol kappa inh	4%	-9%	-5%	-4%	-1%	-2%	-14%	-3%
Apoferritin bind	0%	1%	·	-17%	·	?	-6%	-5%
POLH inh	-14%	-11%	?	0%	-15%	-5%	-2%	-17%
POLI inh	66%[activator]	42%[activator]	?	-9%	8%	?	-19%	28%
APE1 inh	4%	·	·	0%	-2%	37%	-7%	10%
RXFP1 antagonist	-10	·	?	3	·	-12	1	-1
BLM helicase inh	0%	-1%	·	0%	·	-8%	-2%	-3%

As entered above:
compound 38 @ APE1 inh = 37%
compound 39 @ Pol kappa inh = -14%
compound 36 @ Pol kappa inh = -4%
compound 34 @ Apoferritin bind = 1%

Next part
#41 O=C(c1ccc(C(F)(F)F)cc1)c1c[nH]c(C(=O)NCCCn2ccnc2)c1
#42 O=C(N/N=C/C=C/c1ccccc1)c1ccccn1
#43 O=C(COc1ccc(F)cc1)NCCc1nc2ccccc2[nH]1
#44 Cc1nn(C)c(C)c1C(=O)NN
#45 Fc1ccc(C(c2nnnn2C2CCCC2)N2CCN(Cc3ccncc3)CC2)cc1 (stereo not drawn)
#46 CC(=O)N1CCc2c(sc(NC(=O)c3ccc([N+](=O)[O-])o3)c2C#N)C1
#47 COc1ccc2cc(-c3[nH]ncc3CN3CCCC3c3nonc3C)ccc2c1 (stereo not drawn)
#48 CSc1cccc(NC(=O)N2CCN(c3cc(-c4noc(C)n4)ccc3C)CC2)c1
#49 CN(C(=O)COC(=O)c1n[nH]c2ccccc12)C1CCS(=O)(=O)C1 (stereo not drawn)
#50 CCCCC/C=C\CC1OC1CCCCCCCC(=O)O (stereo not drawn)
screen / no.	41	42	43	44	45	46	47	48	49	50
Tb PGK inh	-2%	1%	-5%	1%	2%	-5%	-9%	-3%	-5%	·
Pol beta inh	27%	2%	2%	-10%	18%	?	0%	0%	1%	·
Pol kappa inh	-5%	-6%	-16%	1%	-4%	?	-6%	-5%[60.1 µM]	-9%	-1%[19.4 µM]
Apoferritin bind	-13%	-6%	-2%	-1%	-15%	-9%	-19%	-8%	1%	2%
POLH inh	-9%	-9%	-3%	6%	-6%	20µM*	-7%	-8%	-13%	·
POLI inh	18%	12%	-1%	4%	5%	?	3%	13%	-18%	·
APE1 inh	12%	-6%	·	-4%	2%	?	0%	·	3%	15%&1%
RXFP1 antagonist	30	-22	-6	6	2	1	3	·	-8	·
BLM helicase inh	0%	-7%	0%	0%	1%	-22%	-9%	-6%	-8%	1%
